# Myeloid diff 2: induction of myeloid progenitor differentiation, primary screen, cell-based, flow cytometry, MLPCN library; calls only at 10 µM; 360,000 compounds, 1% hits; ER-HoxA9 myeloid progenitors, lysozyme-GFP differentiation;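 active = normalized GFP-positive differentiation at or above the plate's own cutoff, the solvent-only control mean plus 3 SD; inconclusive = no clear call, values can overlap the other calls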;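 also: cells exposed to compound for four days before flow analysis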
# RSV CPE inhibition: RSV antiviral activity via CPE protection, HEp-2 cells, primary 10 µM value included (AID 2391). HEp-2 cells, RSV-induced CPE inhibition; higher % means a stronger effect. CPE inhibition, % at 10 µM, or IC50 in µM where a hit was titrated. 310,000 compounds, 0.13% hits; in the data active = a potency from the dose series; inconclusive = CPE inhibition mostly from about 23% at the one dose, without a potency; inactive = the rest, 99 in 100 with CPE inhibition below about 21%; also: strong numbers were not always called active
# UTI89 phage lysis: inhibition of K1F phage lysis, E. coli UTI89, bacterial capsule biogenesis inhibitors, alamar blue (AID 488966). E. coli UTI89 K1F phage lysis, alamar blue, 2 h; higher % means a stronger effect. one-dose inhibition, % at 100 µM; IC50 in µM for titrated hits. 340,000 compounds, 0.02% hits;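 active = phage lysis inhibition, versus mean bacterial control, above a set limit; inconclusive = no clear call, values can overlap the other calls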;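 also: capsule biogenesis inhibitors block K1F phage lysis so surviving cells raise fluorescence; higher fluorescence means more inhibition of phage lysis; actives were called in the ten point dose series up to 300 µM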
# Large T inhibition: SV40 large T antigen inhibitors, biochemical (AID 1903) | 310,000 compounds, 0.39% hits | inhibition, % at 20 µM; hits with a dose series show IC50 in µM | SV40 large T antigen ATPase/helicase inhibition assay; higher % means a stronger effect; in the data active = a potency from the dose series; inconclusive = inhibition mostly from about 32% at the one dose, without a potency; inactive = the rest, 99 in 100 with inhibition below about 32%; also: strong numbers were not always called active
# TNAP activators: human TNAP enzyme activators, primary screen, biochemical, luminescent, no phosphate acceptor, uHTS (AID 1001) | activation fold at 20 µM, or EC50 in µM where a hit was titrated | purified TNAP, luminescent activation assay, no phosphate acceptor; higher activation fold means a stronger effect | Alkaline phosphatase, tissue-nonspecific isozyme (Homo sapiens) | 200,000 compounds, 0.03% hits; in the data active = activation fold from about 3, or a potency from the dose series; inactive = the rest, 99 in 100 with activation fold below about 1.6; also: many of its hits are not listed in these tables
# MgcRacGAP inhibition: MgcRacGAP GTPase-activating activity inhibitors, confirmation, biochemical, ADP Hunter fluorescence | Rac GTPase-activating protein 1 (Homo sapiens) | MgcRacGAP-stimulated Rac1 GTP hydrolysis, ADP Hunter fluorescence; higher % means a stronger effect; GST-tagged Rac1 F28L mutant substrate | inhibition, % at 30 µM, or IC50 in µM where a hit was titrated | 340,000 compounds, 0.6% hits | AID 624330, 2012;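 active = first-screen hits whose inhibition reached a set limit at any dose in the follow-up dose series; inconclusive = inhibition above the set first-screen limit but never retested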;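 also: fluorescence reports GDP produced by GAP-driven GTP hydrolysis; strong numbers were not always called active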
# NTR1 agonist: agonists of NTR1, primary screen, imaging, U2OS cells, beta-arrestin-GFP, high content (AID 493036); NTR1-U2OS beta-arrestin-GFP spot imaging, agonist mode; activation, % at 20 µM; 330,000 compounds, 0.17% hits;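 active = activation at or above 40% of the spot to cytoplasm intensity ratio, with at least 20 cells analyzed; inconclusive = wells under 20 cells, flagged as cytotoxic or low count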;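 also: 0% = DMSO without peptide and 100% = 100 nM NTR1 peptide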
# Target sequence (P30989 whole entry, looked up): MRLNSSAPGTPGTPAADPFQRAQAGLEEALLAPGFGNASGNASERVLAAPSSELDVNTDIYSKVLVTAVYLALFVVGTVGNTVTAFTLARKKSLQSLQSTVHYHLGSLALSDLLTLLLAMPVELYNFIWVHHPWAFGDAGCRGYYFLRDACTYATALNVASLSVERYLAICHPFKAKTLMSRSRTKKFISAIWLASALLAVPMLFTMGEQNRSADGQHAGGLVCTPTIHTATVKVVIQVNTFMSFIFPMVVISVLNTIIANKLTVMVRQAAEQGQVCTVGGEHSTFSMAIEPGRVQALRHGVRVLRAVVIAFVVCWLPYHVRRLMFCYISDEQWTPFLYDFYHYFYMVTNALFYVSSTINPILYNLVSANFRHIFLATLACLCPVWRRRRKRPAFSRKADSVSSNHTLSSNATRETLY
# Salmonella PhoP GFP: inhibitors of PhoP regulon expression, primary screen, Salmonella Typhimurium, GFP reporter (AID 1863); S. Typhimurium PhoP-regulated promoter GFP reporter, 4 h; higher % means a stronger effect; inhibition, % at 50 µM; hits with a dose series show IC50 in µM; 300,000 compounds, 0.16% hits;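 active = inhibition over 29.93%, a cutoff 3 SD above the screen mean, later confirmed by dose response; inconclusive = inhibition over 29.93% but no dose response follow-up; inactive = inhibition at most 29.93% or unconfirmed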;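 also: 0% = low Mg2+ inducing control and 100% = high Mg2+ repressing control; strong numbers were not always called active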
# T cell HTS: modulators of CD8 T cell-vesicle binding, primary screen, mouse 2C CD8+ T cells, flow cytometry | 2C CD8+ T cell-vesicle binding; active compounds read low | 330,000 compounds, 0.068% hits | calls only at 7 µM;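 active = response, share of CD8 T cells binding vesicles, and their 90th percentile fluorescence all below set limits, cut at about 80% in these data, passing the limit was not always enough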
#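 Benchmarks: naked versus QL9-loaded vesicles / Assay system: purified 2C TCR transgenic mouse naive CD8+ T cells / Technique: high-throughput flow cytometry with anti-B7-1 and anti-CD8 staining / Timing: Cell–vesicle co-incubation 1.5 h at 37 °C, staining 20 min on ice / Read-out: percent CD8+ FL2 mean versus row control / Probe or stimulus: QL9-loaded Drosophila micro-vesicles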
# T cell HTS vesicle-bound %: recorded beside T cell HTS, whose call it bears; double positive events, %; measured here: CD8+ vesicle-bound cell fraction;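 binding gate set so that unloaded-vesicle control wells show 10% double positive cells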
# NTR1 agonist cell count 20 µM: recorded beside NTR1 agonist, whose call it bears; cell count; measured here: cell count, cytotoxicity flag
# Myeloid diff 2 GFP+ MAC1+ %: also measured in Myeloid diff 2; calls as there; GFP+ MAC1+ double positive, %; measured here: differentiation confirmed by MAC1 staining
# * = called active by the depositor; i = inactive; ? = inconclusive; · = not tested or not shown; + = active, no number; [ ] = dose if it differs, or a comment.
SMILES,Myeloid diff 2,Myeloid diff 2 GFP+ MAC1+ %,RSV CPE inhibition,UTI89 phage lysis,Large T inhibition,TNAP activators,MgcRacGAP inhibition,NTR1 agonist,NTR1 agonist cell count 20 µM,Salmonella PhoP GFP,T cell HTS,T cell HTS vesicle-bound %
Cc1cc(C)c(C)c(S(=O)(=O)N2CCCCC2C(=O)O)c1C (stereo not given),i,0.1,-1.1%,5.2%,10.4%,1,7.2%,2.9,43,2.9%,i,64.3
COc1ccc(S(=O)(=O)N/N=C\c2ccc3c(c2)OCO3)c(OC)c1,i,0.8,1.0%,0.0%,14.5%,·,4.4%,2.2,55,0.0%,i,56.1
COc1ccc2c(c1)c(=O)oc1c(C)c(OCc3cc(C(=O)O)oc3C)ccc12,i,0.2,17.4%,-4.6%,6.4%,1.1,15.7%,0.9,42,-2.6%,i,62.0
O=C(CCCNC(=O)c1ccc(Cl)cc1)Nc1ccc(F)c(S(=O)(=O)N2CCOCC2)c1,i,0.6,0.1%,0.0%[50 µM],·,·,3.2%,-2.9,41,·,i,34.9
O=C(Nc1ccccc1)c1cnc2ccccc2n1,i,0.6,3.4%,1.6%,15.1%,1,5.0%,-0.5,43,10.8%,i,48.2
CCc1cc(-c2ccc3c(c2)COc2c4ccccc4nn2-3)on1,i,0.2,2.0%,0.7%,13.4%,·,4.5%,3.2,50,·,·,·
CSc1ccc(C(=O)/C=C/c2ccc(N)cc2)cc1,i,0.5,1.2%,5.9%,-5.2%,1,4.9%,3.1,40,39.3%,i,26.9
CCOC(=O)NC(=O)/C(C#N)=C/c1ccc(N(C)C)cc1,i,0.3,2.0%,·,5.6%,·,·,-0.7,43,-5.3%,i,29.5
CCOC(=O)CC(NC(=O)Cn1nnc(-c2ccccc2F)n1)c1ccc(OC)cc1 (stereo not given),i,1.0,3.0%,-0.1%,16.2%,1.1,12.9%,-1.8,52,-8.3%,i,26.6
COc1ccc(N=C2SC(CC(=O)Nc3ccccc3)C(=O)N2CCN2CCOCC2)cc1 (stereo not given),i,0.5,-0.6%,-0.2%,-8.2%,1.1,-2.0%,2.8,63,2.1%,i,42.7
COc1cc2c(=O)n(CCC(=O)NCC3CCCO3)c(=O)n(CC(=O)Nc3ccc(C)c(C)c3)c2cc1OC (stereo not given),i,0.3,2.0%,0.1%,-4.3%,·,6.5%,-1.3,46,2.0%,i,17.6
O=C(O)c1cc([N+](=O)[O-])cc([N+](=O)[O-])c1N1CCN(c2cccc(C(F)(F)F)c2)CC1,i,0.6,2.0%,0.1%[50 µM],17.3%,·,-6.3%,0.1,52,4.7%,i,11.4
O=C(CN1CCN(c2ccc(Cl)cc2[N+](=O)[O-])CC1)N1CCOCC1,i,0.4,0.7%,0.4%,11.2%,·,11.8%,0.4,57,0.4%,i,30.8
O=C(O)c1cc(-c2ccccc2Cl)n(-c2cccc(Cl)c2)n1,i,0.6,0.1%,-0.1%,7.1%,·,12.3%,0.5,80,-5.2%,i,59.0
COCCN1Cc2cccc(C(=O)Nc3cccnc3)c2C1=O,i,1.0,-0.2%,-1.5%,1.9%,1.1,5.8%,3.8,51,6.9%,i,60.6
C#CCOCCOCCOCCNc1nc(N2CCOCC2)nc(N2CCN(C(=O)CCCCCCCCCCNC(=O)[C@@H]([C@H](C)CC)n3cc(CCCCCN)nn3)CC2)n1,+,8.4*,-2.7%,-0.6%,13.1%,·,1.9%,7.6,58,·,i,57.6
CCOC(=O)CNc1nc(Cl)nc(N2CCCCC2)n1,i,1.0,·,-0.7%,15.6%,·,1.2%,1.3,60,-4.9%,i,45.8
N#CC1(NC(=O)COC(=O)c2cc([N+](=O)[O-])ccc2N2CCCC2)CCCCC1,i,0.1,-0.2%,1.0%[50 µM],14.3%,·,4.0%,0.3,63,-5.8%,i,12.5
N#Cc1cc([N+](=O)[O-])ccc1NC(=O)CSc1n[nH]c(=O)n1C1CC1,i,0.5,0.3%,0.0%[50 µM],·,·,7.9%,-1.3,45,·,i,36.2
O=C(CSC(=S)N1CCOCC1)Nc1ncc2c(n1)CCCC2=O,i,0.3,·,-0.1%,5.0%,·,-2.1%,-1.4,49,-4.9%,i,20.1
CC/C(=N\NC(=O)c1ccc(N(C)C)cc1)c1ccccc1,i,0.8,2.7%,1.4%[50 µM],16.4%,1.1,1.2%,-0.4,53,-21.3%,i,48.3
CC(=O)Nc1ccc(S(=O)(=O)N2CCSC2c2ccccc2)cc1 (stereo not given),i,0.4,0.9%,3.4%,3.0%,1.1,9.3%,-4.6,84,-11.8%,i,39.6
Cn1c(N)c(C(c2ccccc2)c2c(N)n(C)c(=O)n(C)c2=O)c(=O)n(C)c1=O,i,0.3,1.3%,2.2%[50 µM],3.2%,1.1,-0.6%,-0.7,41,13.4%,i,34.2
COc1ccc(N2C(=O)[C@@H]3[C@H](C2=O)[C@H](C(C)=O)N2c4ccccc4C=C[C@@H]32)cc1,i,0.5,4.0%,4.9%,22.9%,·,7.4%,0.8,60,-5.6%,i,37.1
COC(=O)c1sc(N/N=C/c2ccc(C(C)C)cc2)nc1C,i,0.0,3.8%,-0.2%,-3.6%,·,3.9%,13.4,36,1.2%,i,24.6
O=C(O)/C=C/C(=O)NNC(=O)c1ccc(Br)cc1,i,0.3,1.2%,-0.1%,?,1.1,7.1%,1.4,68,9.4%,i,2.0
CC(C)C(=O)Nc1ccc(NC(=O)c2cc3ccccc3o2)cc1,i,1.0,0.3%,2.0%,12.4%,1,4.9%,0.0,80,1.7%,i,28.7
Cc1nn(C)cc1S(=O)(=O)Nc1cccc(Cl)c1,i,0.6,1.3%,0.3%,3.5%,·,0.6%,-2.1,55,-0.1%,i,28.4
CCOC(=O)c1ccc(Nc2cc(C)nc3nc(C)nn23)cc1,i,1.9,0.5%,0.2%,0.6%,1,3.8%,11.0,50,-2.3%,i,40.8
CC1CC(C)CN(C(C)C(=O)Nc2cc(S(=O)(=O)N3CCCCC3)ccc2Cl)C1 (stereo not given),i,1.8,·,0.3%,·,·,-2.7%,4.1,61,·,i,32.0

# Reformatted as tab-separated lines: 4 of the compounds above.
structure	Myeloid diff 2	Myeloid diff 2 GFP+ MAC1+ %	RSV CPE inhibition	UTI89 phage lysis	Large T inhibition	TNAP activators	MgcRacGAP inhibition	NTR1 agonist	NTR1 agonist cell count 20 µM	Salmonella PhoP GFP	T cell HTS	T cell HTS vesicle-bound %
O=C(CSC(=S)N1CCOCC1)Nc1ncc2c(n1)CCCC2=O	i	0.3	·	-0.1%	5.0%	·	-2.1%	-1.4	49	-4.9%	i	20.1
O=C(O)/C=C/C(=O)NNC(=O)c1ccc(Br)cc1	i	0.3	1.2%	-0.1%	?	1.1	7.1%	1.4	68	9.4%	i	2.0
CC1CC(C)CN(C(C)C(=O)Nc2cc(S(=O)(=O)N3CCCCC3)ccc2Cl)C1 (stereo not given)	i	1.8	·	0.3%	·	·	-2.7%	4.1	61	·	i	32.0
N#Cc1cc([N+](=O)[O-])ccc1NC(=O)CSc1n[nH]c(=O)n1C1CC1	i	0.5	0.3%	0.0%[50 µM]	·	·	7.9%	-1.3	45	·	i	36.2

# Going on with the list:
SMILES,Myeloid diff 2,Myeloid diff 2 GFP+ MAC1+ %,RSV CPE inhibition,UTI89 phage lysis,Large T inhibition,TNAP activators,MgcRacGAP inhibition,NTR1 agonist,NTR1 agonist cell count 20 µM,Salmonella PhoP GFP,T cell HTS,T cell HTS vesicle-bound %
COc1cccc(-c2noc(-c3ccoc3C)n2)c1,i,0.1,0.8%,0.5%,4.8%,1.1,2.7%,3.3,52,-5.9%,i,38.8
COc1ccc(Nc2ccc(C(F)(F)F)cc2[N+](=O)[O-])cn1,i,0.8,1.5%,1.0%[50 µM],7.7%,·,6.3%,3.4,58,-1.3%,i,59.0
CC(=O)c1sc(NC(=O)CSC(C)C(=O)Nc2cc(C)on2)nc1-c1ccccc1 (stereo not given),i,1.1,-1.4%,1.2%[50 µM],18.2%,·,5.0%,0.7,65,-5.7%,i,19.6
CC(NC(=O)C1CCCN1S(=O)(=O)c1ccccc1)c1ccccc1 (stereo not given),i,0.7,-0.7%,0.6%,18.2%,·,5.3%,3.6,53,12.9%,i,2.2
Cc1scc(C(=O)O)c1-c1c(C(=O)O)csc1C,i,0.8,1.9%,1.9%,2.8%,1.1,5.5%,-1.1,58,35.7%,i,47.2
CCCOc1ccc(-c2nc(-c3ccc(N)cc3)cs2)cc1,·,·,12.6%,·,8.6%,·,·,-0.4,96,-3.9%,i,33.8
CSCC(=O)N1CCCC(N2CCN(c3cccc(C(F)(F)F)c3)CC2)C1 (stereo not given),i,0.1,2.7%,-0.4%,9.1%,·,4.0%,-1.2,71,2.2%,i,60.3
CN(C1CCCCC1)S(=O)(=O)c1ccc2c(c1)c(=O)c(C(=O)N1CCc3ccccc3C1)cn2C,i,1.2,-0.3%,-0.1%,3.7%,1,4.1%,1.2,44,-5.6%,i,5.1
COc1ccccc1NC(=O)NC(N)=O,i,1.9,-1.0%,5.1%,3.5%,1.1,5.8%,1.9,79,10.7%,i,28.1
CCCCN1CCS(=O)(=O)N(Cc2ccccc2Br)CC(C(=O)OC)C1 (stereo not given),i,0.4,·,0.0%,·,·,8.7%,6.2,63,·,·,·
CCN(CC)C(=O)Oc1ccc2ccccc2c1Br,i,0.1,43.2%,-0.5%,7.1%,1.1,4.1%,2.7,48,-6.1%,i,58.6
N#Cc1c(N)oc(-c2ccc3c(c2)OCO3)c1-c1ccc2c(c1)OCO2,i,3.8,5.5%,-0.1%,15.7%,0.9,0.2%,0.3,77,-1.3%,i,48.4
